NTR1 ag – agonists of NTR1, primary screen, imaging, U2OS cells, beta-arrestin-GFP, high content (AID 493036); NTR1-U2OS beta-arrestin-GFP spot imaging, agonist mode; activation, % at 20 µM; 330,000 tested, 0.17% active;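 active = activation at or above 40% of the spot to cytoplasm intensity ratio, with at least 20 cells analyzed; inconclusive = wells under 20 cells, flagged as cytotoxic or low count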;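 note: 0% = DMSO without peptide and 100% = 100 nM NTR1 peptide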
Target sequence (P30989 whole entry, looked up): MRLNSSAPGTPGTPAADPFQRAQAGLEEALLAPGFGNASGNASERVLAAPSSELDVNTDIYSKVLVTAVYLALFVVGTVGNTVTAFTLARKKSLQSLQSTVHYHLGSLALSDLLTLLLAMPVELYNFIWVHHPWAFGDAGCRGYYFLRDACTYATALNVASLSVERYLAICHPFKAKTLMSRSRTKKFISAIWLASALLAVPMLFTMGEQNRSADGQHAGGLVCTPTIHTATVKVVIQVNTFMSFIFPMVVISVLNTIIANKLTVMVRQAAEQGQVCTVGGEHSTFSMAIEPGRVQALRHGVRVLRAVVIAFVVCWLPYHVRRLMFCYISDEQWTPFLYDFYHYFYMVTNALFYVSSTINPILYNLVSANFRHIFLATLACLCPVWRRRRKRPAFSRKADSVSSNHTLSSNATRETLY
Myeloid diff MLP – induction of myeloid progenitor differentiation, primary screen, cell-based, flow cytometry, MLPCN library. calls only at 10 µM. ER-HoxA9 myeloid progenitors, lysozyme-GFP differentiation. 360,000 tested, 1% active. AID 624256, 2012;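 active = normalized GFP-positive differentiation at or above the plate's own cutoff, the solvent-only control mean plus 3 SD; inconclusive = no clear call, values can overlap the other calls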;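 note: cells exposed to compound for four days before flow analysis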
NOD1 NF-kB reporter – NOD1 signaling inhibitors, primary screen, cell-based, luminescence, uHTS (AID 1578). 290,000 tested, 1% active. NOD1-driven NF-kB luciferase reporter cells, luminescence; higher % means a stronger effect. inhibition, % at 4 µM; hits with a dose series show EC50 in µM; in the data active = inhibition mostly above about 36%, no sharp cut-off; inactive = mostly below about 34%;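 note: HEK-293T reporter cells stimulated with the NOD1 agonist gamma-tri-DAP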
T cell modulator – modulators of CD8 T cell-vesicle binding, primary screen, mouse 2C CD8+ T cells, flow cytometry | 2C CD8+ T cell-vesicle binding; hits give low values | calls only at 7 µM | 330,000 tested, 0.068% active;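 active = response, share of CD8 T cells binding vesicles, and their 90th percentile fluorescence all below set limits, cut at about 80% in these data, passing the limit was not always enough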
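Assay system: 2C TCR transgenic mouse naive CD8+ T cells, MACS-purified | Read-out: CD8+ gate FL2 mean fluorescence as % of same-row positive control | Signal: High-throughput flow cytometry with anti-B7-1 and anti-CD8 staining | Timing: Binding step 1.5 h, 37 °C, antibody labelling 20 min, ice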
NOD2 inhibition – NOD2 signaling inhibitors, cell-based, luminescence, uHTS, HEK293 (AID 1566) | HEK293 NOD2/NF-kB luciferase reporter, luminescence; higher % means a stronger effect | inhibition, % at 4 µM, or EC50 in µM where a hit was titrated | 290,000 tested, 0.63% active; note: many of its hits are not listed in these tables
GPR55 LPI antagonism – GPR55 antagonists blocking LPI-driven arrestin recruitment, primary screen, imaging, U2OS, beta-arrestin-GFP, LPI agonist (AID 2013); U2OS GPR55 beta-arrestin-GFP translocation imaging, LPI antagonism; higher % means a stronger effect; 290,000 tested, 0.13% active; inhibition, % at 10 µM, or IC50 in µM where a hit was titrated;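 active = spots per cell inhibited over 60%, with over 100 cells counted and total cytoplasm intensity under 500,000; inconclusive = wells with under 100 cells, flagged as likely toxic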;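 note: U2OS cells stably carrying GPR55 and arrestin-GFP stimulated by 5 µM LPI near EC80; imaged beta-arrestin-GFP aggregate spots per cell after agonist stimulation; plate controls were LPI-stimulated DMSO wells for no effect and DMSO wells without LPI for full effect; some results filed as inactive read as strong as hits; confirmed hits need IC50 under 10 µM and bright autofluorescent wells are also inconclusive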
GPR55 beta-arrestin – GPR55 agonists via beta-arrestin recruitment, primary screen, imaging, U2OS cells, beta-arrestin-GFP redistribution (AID 1961); U2OS GPR55 beta-arrestin-GFP redistribution imaging; higher % means a stronger effect; one-dose activation, % at 10 µM; EC50 in µM for titrated hits; 290,000 tested, 0.048% active; G-protein coupled receptor 55 (Homo sapiens);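 active = activation above 40% with more than 50 cells counted in the well; inconclusive = wells holding fewer than 50 cells, flagged as toxic or sparse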;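 note: U2OS osteosarcoma cells stably expressing GPR55 and beta-arrestin-GFP; plate controls were DMSO negative control for no effect and LPI positive control for full effect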
KOR beta-arrestin-1 – KOR antagonists, beta-arrestin recruitment, cell-based, luminescence, uHTS (AID 1778); Kappa-type opioid receptor (Homo sapiens); KOR beta-arrestin recruitment, luminescence, antagonist mode; higher % means a stronger effect; inhibition, % at 10 µM; hits with a dose series show IC50 in µM; 290,000 tested, 0.091% active; note: strong numbers were not always called active
KOR beta-arrestin-2 – KOR agonists, beta-arrestin recruitment, primary screen, cell-based, luminescence, uHTS (AID 1777) | Kappa-type opioid receptor (Homo sapiens) | one-dose activation, % at 10 µM; EC50 in µM for titrated hits | KOR beta-arrestin recruitment, luminescence; higher % means a stronger effect | 280,000 tested, 0.02% active; in the data active = activation above about 50%, passing the limit was not always enough; note: a part of the inactive calls stands beside numbers as strong as those of hits
T cell modulator vesicle-bound % – further read-out of T cell modulator, marked with its call; double positive events, %; measured here: CD8+ vesicle-bound cell fraction;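 binding gate set so that unloaded-vesicle control wells show 10% double positive cells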
NTR1 ag cell count 20 µM – recorded beside NTR1 ag, whose call it bears; cell count; measured here: cell count, cytotoxicity flag
Myeloid diff MLP GFP+ MAC1+ % – further read-out of Myeloid diff MLP, marked with its call; GFP+ MAC1+ double positive, %; measured here: differentiation confirmed by MAC1 staining
* hit, by the source's call; i = inactive; u = inconclusive; x = not tested or not shown; [ ] = dose if it differs, or a comment. Cut-off read from the data, not from the text of the source, unless noted: active = inhibition above about 50%; inactive = the rest.

Structure,KOR beta-arrestin-1,NTR1 ag,NOD1 NF-kB reporter,T cell modulator vesicle-bound %,GPR55 beta-arrestin,Myeloid diff MLP GFP+ MAC1+ %,KOR beta-arrestin-2,T cell modulator,NTR1 ag cell count 20 µM,NOD2 inhibition,GPR55 LPI antagonism,Myeloid diff MLP
CCc1ccc(N(CC(=O)N2CCOCC2)S(C)(=O)=O)cc1,-24%[20 µM],2.1,-10%,33,0.6%,0.8,-2.2%,i,71,10%,-12%,i
CCOc1ccc(N(CC(=O)NCCSCc2ccco2)S(=O)(=O)c2ccc(C)cc2)cc1,-5%,2.4,42%,17,0.3%,0.8,8.0%,i,45,4%,-13%,i
Cc1cc(C)c(C)c(S(=O)(=O)N2CCC(C(=O)OCC(=O)N3c4ccccc4NC(=O)C3(C)C)CC2)c1C,-14%,1.1,-12%,21,0.0%,0.9,4.0%,i,80,-6%,-9%,i
Cc1cccc(NC(=O)CCNS(=O)(=O)c2ccc3[nH]c(=O)oc3c2)c1,-25%,1.2,-16%,24,0.0%,3.4,-3.4%,i,41,19%,-16%,i
O=c1nc(/C=C/c2ccc(-c3ccc(F)cc3)o2)cc(C(F)(F)F)[nH]1,-2%,-1.2,38%,26,-0.1%,x,-3.4%,i,49,-50%,1%,x
CCc1cc2ccc(C)cc2nc1SCC(=O)NC1CCCC1,25%,4.2,-14%,59,-0.2%,0.7,-2.4%,i,48,32%,-1%,i
CC12COC3(C(=O)Nc4ccc([N+](=O)[O-])cc4)CC1CCC32C (configuration not stated),8%,-2.7,1%,42,0.1%,0.1,3.0%,i,50,12%,-13%,i
COC(=O)c1cc(NS(=O)(=O)c2ccc(C)c3ccccc23)ccc1N1CCOCC1,-20%,1.3,27%,36,0.4%,1.6,0.3%,i,57,-17%,-20%,i
CN1C(C(=O)NCCc2cccs2)CC2Cn3c(nc4ccccc43)C21 (configuration not stated),19%,-4.3,-9%,8,-0.1%,2.3,2.2%,i,93,-5%,0%,i
CCc1nnc(NC(=O)CSc2nc3cc4c(cc3cc2CC)OCCO4)s1,12%,4.5,-8%,43,0.7%,0.9,-4.3%,i,53,10%,18%,i
CCCCCn1nc(C)c(/C=N\NC(=O)c2cc(C)oc2C)c1C,-14%,-0.2,-27%,68,-0.3%,7.1,5.5%,i,58,-16%,-14%,i
O=C(NNC(=O)C1CC(c2cccs2)=NO1)Nc1ccc(Cl)cc1 (configuration not stated),0%,0.3,-18%,31,0.3%,0.4,-4.1%,i,72,0%,14%,i
O=C(Nc1ccccc1Cl)c1cc(S(=O)(=O)N2CCCCC2)ccc1N1CCOCC1,-15%,-0.8,42%,28,-0.1%,1.1,3.1%,i,104,-6%,12%,i
Cc1ccc2oc(=O)c3cc(C(=O)NCCN4CCN(C)CC4)sc3c2c1,14%,5.3,-15%,44,-0.3%,3.2,-4.4%,i,65,14%,5%,i
COc1cccc(-n2c(C)nc3c(cnn3-c3ccc(Cl)cc3)c2=O)c1,-25%,5.8,x,38,0.2%,0.9,4.2%,i,43,30%,-5%,i
Cc1cccc(C2(c3cccc(C)c3)CC2C(=O)Nc2ccc([N+](=O)[O-])cc2O)c1 (configuration not stated),6%,20,43%,5,-0.3%,0.4,8.2%,i,57,49%,-3%,i
COc1ccc(Cc2nnc(N)s2)cc1OC,-20%,2.1,-61%,61,1.8%,0.5,0.2%,i,86,-11%,-1%,i
COc1ccc(N2C(=O)c3ccccc3NC2c2ccc(OC)c(CSc3ccccn3)c2)cc1 (configuration not stated),37%,0.4,0%,25,0.2%,3.5,1.3%,i,72,-22%,8%,i
O=C1c2ccccc2C(=O)N1CCCc1nc(-c2ccccn2)no1,-1%,2.4,-24%,60,0.3%,0.4,2.9%,i,89,-14%,0%,i
CC1CCCCN1CCCNC(=O)c1ccc(NC(=O)C2=CSCCO2)cc1 (configuration not stated),-15%,0.9,-29%,35,-0.4%,x,4.8%,i,53,11%,10%,u

Structure,KOR beta-arrestin-1,NTR1 ag,NOD1 NF-kB reporter,T cell modulator vesicle-bound %,GPR55 beta-arrestin,Myeloid diff MLP GFP+ MAC1+ %,KOR beta-arrestin-2,T cell modulator,NTR1 ag cell count 20 µM,NOD2 inhibition,GPR55 LPI antagonism,Myeloid diff MLP
COc1cccc(CN2C(=O)CCC2(C)C(=O)NC2CCCCCC2)c1 (configuration not stated),-16%,-1.3,-14%,30,-0.2%,2.4,1.4%,i,98,-4%,13%,i
Cc1ccc(S(=O)(=O)N2CCCCC2)cc1NC(=O)CSc1nccn1C,-13%,0.3,0%,34,1.4%,0.3,2.6%,i,42,14%,1%,i
O=C(c1ccc2c(c1)OCCO2)N1CCCCC1,12%,-0.2,-33%,54,-0.1%,0.8,-8.0%,i,37,-14%,1%,i
CNC(=S)N(Cc1ccco1)Cc1cc2cc(OC)ccc2[nH]c1=O,-53%[20 µM],0.8,-48%,19,-0.1%,0.1,x,i,26,14%,11%,i
Cn1ccnc1SCC(=O)NC1CCCC1,-38%,0.7,29%,12,-0.1%,x,1.6%,i,41,-28%,7%,u
CC1Cc2c([nH]c3ccccc23)C(=O)N1 (configuration not stated),-58%[20 µM],0.8,27%,53,0.0%,x,-1.9%,i,45,-2%,6%,x
CC12CCC(C(=O)Nc3ccncc3)(CC1O)C2(C)C (configuration not stated),-13%,-0.3,-14%,35,0.3%,0.6,0.7%,i,64,12%,12%,i
COc1ccc(N(C(C)C(=O)N/N=C(\C)C(C)(C)C)S(C)(=O)=O)cc1 (configuration not stated),-8%,-2.2,-14%,48,0.2%,0.2,-1.0%,i,81,10%,25%,i
CC(C)(C)c1ccc(N2C(=O)CSC2c2cccnc2)cc1 (configuration not stated),0%,-0.6,2%,58,-0.4%,0.8,-1.0%,i,48,-2%,0%,i
CCCC(=O)NCCCc1nc2ccccc2n1CC,7%,0.7,-18%,37,0.3%,2.1,-1.4%,i,52,-15%,6%,i
CSCC[C@H](N)C(=O)N1CCC(C(=O)N[C@H](C(=O)NCc2ccccc2F)C(C)C)CC1,-4%[20 µM],-1.4,8%,12,0.2%,1.4,0.0%,i,86,3%,-7%,i
COc1ccc(/C=C/C(=O)Oc2cccc(/C=N/NC(=O)COc3c(C)cccc3C)c2)cc1,-50%,0.4,-9%,19,0.2%,0.5,2.1%,i,58,-42%,-3%,i
CC(CN1CCCCC1)C(=O)NN (configuration not stated),4%,-0.2,-37%,16,-0.2%,0.1,-1.7%,i,62,-4%,9%,i
CCn1c(=S)sc2c(=O)n(CC(=O)Nc3cccc(Cl)c3)c(C)nc21,-48%,20,-31%,30,0.2%,0.6,3.9%,i,62,4%,-7%,i
COc1cccc(N(C(=O)Cn2nnc(-c3ccc(C)cc3)n2)C(C(=O)NC(C)(C)C)c2c[nH]c3ccccc23)c1 (configuration not stated),-12%,1.3,7%,50,0.0%,2.1,0.3%,i,85,15%,25%,i
Cc1ccc(OCC(=O)N2CCC(N3CC(C)CC(C)C3)CC2)cc1 (configuration not stated),-8%,-0.2,-21%,35,0.0%,0.6,-4.3%,i,48,-32%,7%,i
CCN(CC)S(=O)(=O)c1ccc(OC)c(NC(=O)c2ccc3c(c2)OCO3)c1,-53%,0.1,15%,60,0.0%,0.2,3.2%,i,45,-8%,4%,i
COC(=O)C(Cc1ccccc1)NC(=O)c1cc(S(=O)(=O)N(C)C)ccc1Cl (configuration not stated),-26%,-0.5,-29%,18,0.5%,x,1.1%,i,62,9%,7%,x
Cc1csc(NC(=O)c2ccccc2)n1,-68%[20 µM],2.5,-59%,46,0.0%,0.6,2.1%,i,52,-33%,7%,i
CCOc1cc(C(=O)NC(=S)Nc2nc(C)cc(C)n2)cc(OCC)c1OCC,-29%,7.4,-1%,57,-0.1%,x,-0.2%,i,49,8%,-9%,x

Structure,KOR beta-arrestin-1,NTR1 ag,NOD1 NF-kB reporter,T cell modulator vesicle-bound %,GPR55 beta-arrestin,Myeloid diff MLP GFP+ MAC1+ %,KOR beta-arrestin-2,T cell modulator,NTR1 ag cell count 20 µM,NOD2 inhibition,GPR55 LPI antagonism,Myeloid diff MLP
Cc1ccccc1C(=O)NC(=S)NCc1cccnc1,25%[20 µM],0.1,-11%,45,-0.3%,0.2,x,i,59,12%,-6%,i
CCc1cccc(CC)c1NC(=O)CN1CCN(S(=O)(=O)c2ccccc2)CC1,-6%,0.3,-21%,13,-0.2%,1.3,-3.8%,i,73,8%,0%,i
CCOC(=O)c1cnn(-c2ccccc2)c1-c1ccccc1,-2%,-2.7,-11%,48,-0.1%,2.4,-2.1%,i,75,12%,-1%,i
Cc1ccc(S(=O)(=O)N2CCN(C(=O)CCC(=O)N3CCc4ccccc43)CC2)cc1,-11%,-0.3,-18%,41,-0.3%,0.4,-1.0%,i,53,-3%,1%,i
CC(=O)Nc1ccc(C(=O)NNC(=O)c2cccs2)cc1,14%,-0.9,-37%,55,-0.5%,0.0,-2.0%,i,81,0%,2%,i
Cc1cc(C)nc(NC(=NCCc2c[nH]c3ccccc23)NC(=O)Nc2ccccc2)n1,3%,5.4,-16%,49,-0.3%,0.2,12%,i,37,-4%,22%,i
Cc1ccc(C(=O)O/N=C(\N)c2ccccc2)c(Cl)c1,18%,1.3,-5%,41,-0.1%,0.5,-1.2%,i,51,-26%,13%,i
CCC(=O)Nc1cccc(NC(=O)c2ccccc2Cl)c1,7%,-0.4,-20%,60,-0.3%,1.6,-2.7%,i,60,7%,9%,i
CCC(C)(C)c1ccc(OCC(=O)N(C)C)c(C(C)(C)CC)c1,19%[20 µM],8.6,26%,65,-0.1%,0.1,0.5%,i,41,14%,5%,i
O=C(Nc1ccccc1[N+](=O)[O-])C1=C(O)CCn2c1nc1ccccc12,-14%,-1.8,-36%,11,0.2%,6.6,0.7%,i,52,5%,14%,i
Cc1ccc(-c2c[n+](CC(=O)Nc3c(C)cccc3C)c3n2CCC3)cc1,16%,0.7,-4%,33,-0.1%,1.1,-3.9%,i,39,9%,12%,i
O=C(NCc1ccncc1)C(=O)NCc1ccco1,1%,0.4,-8%,64,0.1%,0.0,1.5%,i,99,-18%,9%,i

Assay outcomes: PubChem BioAssay, several laboratories

Some of the compounds tested; the hit share may differ from the screen's.
